Assay outcomes (PubChem)
TrxR1 substrate: substrates of rat thioredoxin reductase 1 | purified TrxR1 substrate turnover, NADPH consumption readout | hit rate 0.01% among 390,000 | Potency, µM (doses to about 114 µM), for inactives: top-dose activity change, negative = substrate turnover; note: % is set by controls: 0 for no effect and ±100 for the full control effect; nearly all actives have a fitted effect of over 50% in size
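Rat TrxR1, dispensed at 90 nM, was prereduced with 400 uM NADPH (final) for 5 min at ~22 deg C, then incubated with compound 15 min before 400 uM selenite. A first-read NADPH fluorescence drop versus no-compound background flagged substrates.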
ALOX12 inh: ALOX12 (human) lipoxygenase inhibition; purified 12hLO, xylenol orange hydroperoxide absorbance; hit rate 1.1% among 580,000; Potency, µM (highest dose often 108 µM), for inactives: top-dose activity change, negative = inhibition, usual class: inhibitors; P18054; note: % is set by controls: 0 for no effect and ±100 for the full control effect
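Hydroperoxide product was detected by ferrous iron/xylenol orange as the 573 to 405 nm absorbance ratio. Arachidonic acid at 40 uM (final) was turned over for 30 min at room temperature by 150 nM human 12hLO, pH 7.0 Hepes buffer, after 15 min compound preincubation.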
RXFP1 ag: RXFP1 (human) receptor agonism; hit rate 0.3% among 370,000; Potency, µM (highest dose often 57.5 µM), for the others: at the top dose activation, usual class: activators; HEK293T-RXFP1 cAMP TR-FRET, 30 min; response scale: percent of porcine relaxin response, buffer zero; Q9HBX9; note: % is set by controls: 0 for no effect and ±100 for the full control effect; nearly all actives have a fitted effect of over 60% in size; many of its hits are not listed in these tables
Target sequence (Q9HBX9 whole entry, looked up): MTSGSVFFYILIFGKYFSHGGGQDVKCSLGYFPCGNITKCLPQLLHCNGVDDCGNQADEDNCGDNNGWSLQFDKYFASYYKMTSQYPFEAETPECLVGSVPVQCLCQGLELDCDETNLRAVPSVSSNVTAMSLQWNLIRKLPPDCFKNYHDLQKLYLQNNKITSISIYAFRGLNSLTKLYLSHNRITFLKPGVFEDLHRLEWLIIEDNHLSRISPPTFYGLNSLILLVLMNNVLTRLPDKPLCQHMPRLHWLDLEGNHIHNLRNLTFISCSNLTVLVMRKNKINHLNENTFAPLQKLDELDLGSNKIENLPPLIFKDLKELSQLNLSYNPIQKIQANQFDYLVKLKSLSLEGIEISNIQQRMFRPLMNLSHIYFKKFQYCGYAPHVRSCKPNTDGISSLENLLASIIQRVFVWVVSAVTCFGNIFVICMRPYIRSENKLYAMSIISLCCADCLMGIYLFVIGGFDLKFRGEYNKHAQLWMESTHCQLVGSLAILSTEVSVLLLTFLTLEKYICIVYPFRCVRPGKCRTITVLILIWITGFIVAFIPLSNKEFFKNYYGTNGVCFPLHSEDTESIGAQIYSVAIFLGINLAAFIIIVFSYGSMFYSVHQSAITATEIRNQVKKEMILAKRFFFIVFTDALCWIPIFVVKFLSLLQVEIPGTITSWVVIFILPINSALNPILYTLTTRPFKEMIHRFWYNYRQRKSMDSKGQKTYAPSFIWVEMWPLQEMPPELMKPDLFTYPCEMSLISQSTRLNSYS
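Agonist response is measured as cAMP accumulation in an RXFP1-transfected HEK293T line under PDE4 inhibition. Values are scaled between buffer-only and 29 nM porcine relaxin, and EC50s come from standard Hill equation fits.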
Vif-A3F inh: inhibitors of Vif-A3F interaction; HeLa A3F-eYFP + Vif (tagged APOBEC3F with the HIV-1 protein that degrades it), YFP fluorescence increase; Potency, µM (top dose mostly 46.1 µM), for the others: at the top dose activity, negative = active; hit rate 0.2% among 390,000; note: % of control where 0% means no effect; nearly all actives have a fitted effect of over 65% in size
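HeLa cells stably expressing A3F-eYFP plus Vif, plated and incubated overnight at 37 deg C, then exposed to compounds overnight at 37 deg C. Blocked degradation read as raised yellow fluorescence (Ex 488/Em 500-530).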
Vif-APOBEC3G blk: inhibitors of Vif-APOBEC3G interaction | HeLa A3G-eYFP + Vif (tagged APOBEC3G with the HIV-1 protein that degrades it), YFP fluorescence, overnight | hit rate 0.076% among 410,000 | Potency, µM (titrated, usually from 46.1 µM), for inactives: top-dose activity, negative = active, usual class: inhibitors | Q9HC16;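 note: % is set by controls: 0 for no effect and ±100 for the full control effect; nearly all actives have a fitted effect of over 60% in size; hits raise eYFP signal because A3G escapes Vif-driven loss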
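HeLa cells stably expressing Vif and C-terminally eYFP-tagged A3G, seeded overnight at 37 deg C, then exposed to compound by pintool overnight at 37 deg C. Rise in yellow fluorescence (Ex 488/Em 500-530, Acumen) marks blocked Vif-driven A3G degradation.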
TrxR1 inh: inhibitors of rat thioredoxin reductase 1 | O89049 | recombinant rTrxR1, NADPH fluorescence consumption, selenite substrate | Potency, µM (top dose mostly 114 µM), for the others: top-dose activity change, negative = inhibition, most hits filed as inhibitors | hit rate 1% among 390,000 | AID 588453; note: % is set by controls: 0 for no effect and ±100 for the full control effect; nearly all actives have a fitted effect of over 65% in size
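Rat TrxR1 (90 nM in the dispensed reagent) was pre-reduced with 400 uM NADPH for 5 min at room temperature, then incubated with compound for 15 min. After 400 uM selenite was added, NADPH fluorescence (Ex 340/Em 450 nm) was followed for 8 min.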
USP1-UAF1 inh: USP1/UAF1 (human) deubiquitinase inhibition | O94782 | recombinant USP1/UAF1, Ub-Rhodamine cleavage fluorescence | Potency, µM (doses to about 57.1 µM), without a hit: top-dose activity change, negative = inhibition, hits mostly inhibitors | hit rate 0.23% among 390,000 | AID 743255; note: % is set by controls: 0 for no effect and ±100 for the full control effect; nearly all actives have a fitted effect of over 60% in size; inactives centre near -12
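High-throughput fluorogenic screen: 1nM USP1/UAF1 complex, Ub-Rho substrate 150nM final, 50mM HEPES pH 7.8 with 0.5mM EDTA, 0.1 mg/ml BSA, 1mM TCEP and 0.01% Tween-20.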
IDH1 R132H inh: blocks human mutant IDH1 R132H enzyme; O75874; IDH1-R132H enzyme, NADPH consumption, diaphorase/resazurin fluorescence; Potency, µM (highest dose often 76.6 µM), inactives show top-dose activity change, negative = inhibition, actives largely listed as inhibitors; hit rate 0.093% among 390,000; note: % is set by controls: 0 for no effect and ±100 for the full control effect; nearly all actives have a fitted effect of over 65% in size
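IDH1-R132H (0.5 ug/mL dispensed) in pH 7.5 Tris buffer was preincubated 30 min with compound, then given a substrate mix of 0.016 mM NADPH and 2 mM alpha-KG for 80 min at room temperature; remaining NADPH was read by diaphorase/resazurin fluorescence.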
RGS4 inhibitor: blocks human RGS4-accelerated GTP hydrolysis. P49798. Transcreener GDP fluorescence polarization, RGS4-accelerated GTP hydrolysis. Potency, µM (highest dose often 114 µM), inactives show at the top dose activity change, negative = inhibition, most hits filed as inhibitors. hit rate 0.039% among 390,000; note: % is set by controls: 0 for no effect and ±100 for the full control effect; nearly all actives have a fitted effect of over 75% in size; some results filed as inactive show a strong effect at the top dose
Target sequence (P49798 whole entry, looked up): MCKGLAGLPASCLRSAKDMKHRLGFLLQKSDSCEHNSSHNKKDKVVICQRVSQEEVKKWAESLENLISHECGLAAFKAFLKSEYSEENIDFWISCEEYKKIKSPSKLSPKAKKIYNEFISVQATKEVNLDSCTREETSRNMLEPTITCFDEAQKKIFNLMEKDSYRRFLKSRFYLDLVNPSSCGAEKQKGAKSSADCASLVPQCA
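MLSMR compounds (23 nl, pin-transferred) preincubated 10 min at room temperature with a 500nM (2x) first reagent, then RGS4 at 900nM (2x) plus Transcreener GDP mix added; fluorescence polarization (620/688 nm) read before and after 90 min at 30 °C.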
Numbers without * were called inactive; ? = inconclusive; · = not tested or not shown; & = joins results of further samples; [ ] = dose if it differs, or a comment. Calls come from the whole dose curve; as a rule, active = well fitted curve in the direction sought with a large enough effect; inconclusive = small, poorly fitted or top-dose-only effect, or another doubt; inactive = no such curve, though single readings can be large; an effect the other way counts as inactive or inconclusive. Potency is the fitted concentration of half-maximal effect.

Below each SMILES – TrxR1 substrate	ALOX12 inh	RXFP1 ag	Vif-A3F inh	Vif-APOBEC3G blk	TrxR1 inh	USP1-UAF1 inh	IDH1 R132H inh	RGS4 inhibitor
1. CCC(=O)N1CCc2cc(S(=O)(=O)CCC(=O)NCCc3ccc(S(N)(=O)=O)cc3)ccc21
→ -2%	28%	1.3%	4%	-7%	0%	?	-2%	-11%[56.9 µM]
2. O=C(NC1CCCC1)c1ccc2c(=O)n(Cc3ccccc3)c(SCc3ccc([N+](=O)[O-])cc3)nc2c1
→ -2%[57.1 µM]	-12%	0.5%	3%	0%	18%[57.1 µM]	?	-7%	-6%
3. COc1ccc(S(=O)(=O)N2CCC(C(=O)Oc3ccc(C)cc3)CC2)cc1OC
→ -1%[57.1 µM]	-7%	2.5%	1%	0%	6%[57.1 µM]	-23%	-10%	-11%
4. O=C(Cn1nc(-c2ccccc2)ccc1=O)NCc1ccc(F)cc1
→ 14%	10%	1.5%	-23%	-12%	12%[57.1 µM]	-14%	5%	5%
5. COc1ccc(-c2nc(=N)sn2-c2ccccc2)cc1
→ -8%	·	·	·	-12%	-21%	·	·	?
6. O=C1OCCN1C(=O)[C@H]1[C@H](c2ccccc2)C(c2cccc(Cl)c2)=NN1c1ccc(Br)cc1
→ 147%[activator]	-10%	·	5%	1%	160%[activator]	-12%	-4%	19%
7. Cc1cc(C)c2cc(CN(Cc3ccc4c(c3)OCO4)Cc3nnnn3Cc3ccco3)c(=O)[nH]c2c1
→ 7%	?	3.6%	1%	-1%	-2%	-29%	0%	-12%
8. COc1ccc2oc(=O)c(-c3nc(-c4cc(OC)c(OC)c(OC)c4)no3)cc2c1
→ -2%	-16%	-1.1%	4%	0%	3%	-19%	1%	9%
9. COc1ccc(NC(=O)c2cc3c(s2)-c2c(C)cccc2OC3)cc1Cl
→ 11%	-70%	15%	-30%	-18%	5%	1%	3%	-51%
10. O=C(O)C(=O)/C(=C\c1cccc2ccccc12)c1ccc2ccccc2n1
→ 3%	0%	6.0%	-13%	?	-24%	-10%	-9%	-23%
11. COC(=O)CNC(c1ccccc1)c1cc(Br)ccc1NC(C)=O (stereo not drawn)
→ 8%[57.1 µM]	-4%	2.4%	1%	0%	18%[57.1 µM]	?	6%	1%
12. CCOC(=O)c1cccc(NS(=O)(=O)c2cc3[nH]c(=O)c(=O)[nH]c3cc2C)c1
→ 1%	?	3.8%	0%	1%	12%	-17%	-12%	-7%
13. COc1ccc(/C=N/NC(=O)c2cc(C)oc2C)cc1OCc1ccccc1
→ -13%	-23%	2.9%	4%	3%	-6%	1%	-4%	-5%
14. O=c1[nH]c(CSc2ccccn2)nc2ccccc12
→ -4%	2%	-0.2%	-5%	1%	9%	-11%	2%	-6%
15. CC(C)CCNC(=O)c1ccc2c(c1)N(Cc1ccccc1F)C(=O)c1ccccc1S2(=O)=O
→ 1%	-29%	-0.5%	4%	-2%	32%	-12%	-5%	7%

Reprinted at random: four compounds from above.
Below each SMILES – TrxR1 substrate	ALOX12 inh	RXFP1 ag	Vif-A3F inh	Vif-APOBEC3G blk	TrxR1 inh	USP1-UAF1 inh	IDH1 R132H inh	RGS4 inhibitor
5. COc1ccc(-c2nc(=N)sn2-c2ccccc2)cc1
→ -8%	·	·	·	-12%	-21%	·	·	?
13. COc1ccc(/C=N/NC(=O)c2cc(C)oc2C)cc1OCc1ccccc1
→ -13%	-23%	2.9%	4%	3%	-6%	1%	-4%	-5%
14. O=c1[nH]c(CSc2ccccn2)nc2ccccc12
→ -4%	2%	-0.2%	-5%	1%	9%	-11%	2%	-6%
6. O=C1OCCN1C(=O)[C@H]1[C@H](c2ccccc2)C(c2cccc(Cl)c2)=NN1c1ccc(Br)cc1
→ 147%[activator]	-10%	·	5%	1%	160%[activator]	-12%	-4%	19%

A few values from above.
RXFP1 ag with compound 10 reads 6.0%
TrxR1 substrate with compound 11 reads 8%[57.1 µM]

Carrying on.
Below each SMILES – TrxR1 substrate	ALOX12 inh	RXFP1 ag	Vif-A3F inh	Vif-APOBEC3G blk	TrxR1 inh	USP1-UAF1 inh	IDH1 R132H inh	RGS4 inhibitor
16. CC(=O)c1cccc(NC(=O)c2ccc(NS(=O)(=O)c3c(C)noc3C)cc2)c1
→ -12%	10%	0.1%	-18%	-1%	-17%	-17%	-1%	-50%
17. CC1CCCCN1CCNC(=O)C1CC(=O)N(c2ccc(F)c(Cl)c2)C1 (stereo not drawn)
→ 8%[2.29 µM]	315%[activator]	0.7%	·	0%	4%	-15%	1%	6%
18. Cc1ccc(S(=O)(=O)N(C)C)cc1NC(=S)N(C)C1CCN(C)CC1
→ 4%	-20%	-0.5%	?	0%	10%	1%	3%	-9%
19. Cc1ccc(NC(=O)CSc2nc(=O)n(CCCN(C)C)c3c2CCC3)cc1F
→ 3%[57.1 µM]	?	-0.1%	-17%	8%	25%[57.1 µM]	?	25%	7%
20. CC1CC(C)CN(S(=O)(=O)c2ccc(C(=O)N(C)Cc3ccccc3)cc2)C1 (stereo not drawn)
→ 0%	-29%	·	0%	5%	14%	-20%	0%	-1%
21. N#Cc1ccsc1NC(=O)CN1CCN(c2ccccc2O)CC1
→ -4%	-2%	0.4%	-1%	-5%	2%	-18%	0%	-11%
22. Cc1c(C)n(Cc2ccccc2)c2ccc(C(=O)NCCN3CCOCC3)cc12
→ 5%	?	1.2%	3%	-6%	10%	-18%	0%	0%[56.9 µM]
23. COc1ccc(-c2cc(N)n(S(=O)(=O)c3c(F)c(F)c(F)c(F)c3F)n2)cc1OC
→ 0%	0%	7.4%	?	?	2.8µM*	-20%	-4%	-41%
24. Cc1cccc(-c2nc(C)c(CCNC(=O)C(=O)Nc3ccccc3C#N)s2)c1
→ 0%[57.1 µM]	?	6.4%	-1%	-2%	11%[57.1 µM]	-34%	1%	-4%
25. O=C(c1ccc2c(c1)C(=O)N(Cc1ccco1)C2=O)N1CCOCC1
→ 2%	4%	0.8%	4%	-2%	?	-11%	1%	-13%
26. O=S(=O)(c1cc(F)ccc1F)N1CCN(c2ncccn2)CC1
→ -1%	-4%	-0.1%	2%	1%	-4%	-8%	0%	26%
27. Cc1ccc(S(=O)(=O)CCC(=O)Nc2cc(C)on2)cc1
→ ·	-3%	·	-3%	3%	·	-6%	-5%	·
28. COc1ccc(OCC(O)Cn2c(=N)n(CCN3CCCCC3)c3ccccc32)cc1 (stereo not drawn)
→ 10%[57.1 µM]	?	0.0%	-6%&1%	-6%&6%	-28%&8%	-28%&11%	10%&-11%	-73%[11.4 µM]
29. CCN(CC)S(=O)(=O)c1cccc(N=NC2=C(O)CCCC2=O)c1
→ 6%[57.1 µM]	-21%	6.7%	-4%	-3%	7%[57.1 µM]	-9%	5%	-15%
30. COc1cc(OC)c(S(=O)(=O)N2CCCCC2)cc1S(=O)(=O)N1CCCCC1
→ -1%	-12%	0.9%	·	0%	-1%	-17%	7%	8%
31. COc1ccc(N(CC(=O)NCc2ccc(Cl)cc2)S(=O)(=O)c2c(C)nn(C)c2C)cc1
→ 3%	40µM*	0.8%	-9%	-3%	15%	-17%	0%	35%
32. CC(C)C1OC2(C)OC(=N)C1(C#N)C(C#N)(C#N)C2c1ccccc1 (stereo not drawn)
→ 60%[activator][57.1 µM]	?	1.4%	?	4%	1%[57.1 µM]	-16%	-1%	-52%
33. O=S(=O)(NCc1ccccn1)c1ccc(Cl)s1
→ 1%[11.4 µM]	0%	-2.7%	2%	1%	10%[11.4 µM]	10%	8%	22%
34. COc1ccc(-c2c3c(cc(C)[n+]2[O-])oc2ccc(OC)cc23)cc1
→ -4%	1%	1.2%	2%	2%	-19%	0%	0%	-9%
35. C/C(CC(=O)NC12CC3CC(CC(C3)C1)C2)=N\NC(=O)c1ccc(C)cc1
→ 3%[57.1 µM]	324%[activator]	0.9%	-3%	4%	-7%[57.1 µM]	-18%	1%	13%
36. COc1ccc(/C=C(\NC(=O)c2ccccc2)C(=O)N/N=C/c2sccc2C)cc1
→ -7%	?	1.8%	-29%	0%	-14%	-8%	-2%	2%
37. CCC1(C)Cc2c(sc(NC(=O)CCC(=O)O)c2C#N)CO1 (stereo not drawn)
→ -8%	57%[activator]	0.0%	·	0%	-6%	-22%	6%	12%
38. CC(NC(=O)COc1cccc(Br)c1)C(=O)O (stereo not drawn)
→ -7%	-22%[57.4 µM]	1.0%	2%	1%	-3%	0%	1%	34%
39. CC(=O)n1cc([C@@H]2C=C(C(=O)N3CCOCC3)O[C@H](OCc3ccc(CO)cc3)C2)c2ccccc21
→ 3%	-3%	-1.1%	4%	-5%	4%	-21%	-9%	-10%
40. Cc1noc(C)c1NC(=O)Nc1ccc2c(c1)C(=O)N([C@H](C)CO)C[C@H](C)[C@@H](CN(C)C(=O)Nc1c(C)noc1C)O2
→ 1%	-7%	·	-4%	2%	7%	-12%	-11%	10%

Not all compounds are listed; the hit share may differ from the screen's.
